# HDAC3 inh: human HDAC3 inhibition; inhibition, % at 8.3 µM; recombinant HDAC3, fluorogenic peptide/trypsin coupled, fluorescence; AID 2718; hit rate 0.15% among 320,000; O15379; in the data active = inhibition above about 26%, passing the limit was not always enough; inconclusive = no clear call, values can overlap the other calls
# SKKanGAS inh: SKKanGAS growth inhibition; S. pyogenes SKKanGAS, kanamycin growth, BacTiter-Glo, 6 h; hit rate 1.3% among 300,000; inhibition, % at 7.5 µM;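 active = mean replicate score, as percent of positive control median, at least 50; inconclusive = mean below 50 but one replicate at or above 50; inactive = mean and every replicate below 50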;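 also: strain carries kanamycin resistance gene driven by streptokinase promoter and grows in 40 µg/ml kanamycin; loss of luminescence reflects streptokinase promoter inhibition or plain growth inhibition; 0% = median of DMSO wells and 100% = positive control at its reference dose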
# RGS4 act: potentiators or activators of RGS4. HEK293 M3R/inducible RGS4, carbachol calcium flux Fluo4; hits give low values. B-score at 10 µM. hit rate 0.92% among 310,000. AID 463111;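 active = B-score of the integrated calcium signal more than 4 SD below the library mean, with starting fluorescence not abnormally high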;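 also: negative B-score means reduced calcium response which marks RGS4 activation or potentiation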
#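 Reagent: ECmax carbachol challenge; Test system: M3R-expressing HEK293 line, RGS4 induced by doxycycline; Schedule: overnight RGS4 induction, 30 min dye load 37 °C, 20 min compound RT; Detection: calcium dye Fluo4 fluorescence; Read-out: Agonist-evoked peak-minus-minimum fluorescence over baseline, integrated ratio, B score.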
# MrgX1 antag: antagonists of human MrgX1 receptor. Q96LB2. MRGX1-HEK293 calcium flux, Fluo-4, BAM8-22 antagonism; hits give low values. B-score at 10 µM. hit rate 1.3% among 310,000;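 active = calcium-response B-score plate-corrected more than 3 library SD below zero, starting fluorescence within 5 deviations, no agonist response on first addition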;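 also: peak minus trough fluorescence over baseline after final BAM8-22 challenge near maximal dose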
# TRPC6 act: mouse TRPC6 channel activation; Q61143; AID 2550; hit rate 0.13% among 310,000; HEK293-TRPC6 membrane potential dye fluorescence; hits give high values; B-score at 10 µM;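 active = B-score of the integrated fluorescence ratio above library mean plus 3 SD, and starting fluorescence ratio within library mean plus 5 SD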;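 also: higher score means more depolarization so channel activation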
# Target sequence (Q61143 whole entry, looked up): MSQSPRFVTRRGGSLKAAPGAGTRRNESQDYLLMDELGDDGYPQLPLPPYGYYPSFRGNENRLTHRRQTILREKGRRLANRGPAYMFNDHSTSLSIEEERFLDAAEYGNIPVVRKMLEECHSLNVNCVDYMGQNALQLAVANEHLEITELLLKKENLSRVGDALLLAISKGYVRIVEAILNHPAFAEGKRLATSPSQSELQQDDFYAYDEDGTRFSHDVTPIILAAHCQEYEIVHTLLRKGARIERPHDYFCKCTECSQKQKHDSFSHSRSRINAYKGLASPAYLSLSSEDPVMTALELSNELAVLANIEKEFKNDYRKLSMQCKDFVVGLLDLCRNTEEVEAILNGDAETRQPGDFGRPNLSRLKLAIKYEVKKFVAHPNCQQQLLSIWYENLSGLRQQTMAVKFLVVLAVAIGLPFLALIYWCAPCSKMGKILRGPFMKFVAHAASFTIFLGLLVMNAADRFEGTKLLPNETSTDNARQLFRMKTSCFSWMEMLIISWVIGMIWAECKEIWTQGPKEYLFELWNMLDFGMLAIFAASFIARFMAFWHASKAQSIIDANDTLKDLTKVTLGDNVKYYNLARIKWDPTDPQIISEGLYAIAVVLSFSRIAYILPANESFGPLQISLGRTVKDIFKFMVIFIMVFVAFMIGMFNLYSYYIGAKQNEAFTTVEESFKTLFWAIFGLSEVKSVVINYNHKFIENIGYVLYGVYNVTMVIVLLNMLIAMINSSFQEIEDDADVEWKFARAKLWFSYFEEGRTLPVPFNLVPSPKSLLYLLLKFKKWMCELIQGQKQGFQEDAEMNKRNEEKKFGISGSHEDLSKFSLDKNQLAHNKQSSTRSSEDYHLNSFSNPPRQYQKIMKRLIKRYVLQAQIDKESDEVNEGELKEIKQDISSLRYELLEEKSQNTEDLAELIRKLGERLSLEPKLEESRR
# MrgX1 ag: human MrgX1 receptor agonism, primary screen; Q96LB2; MrgX1-HEK293 cells, Fluo-4 calcium fluorescence, agonist mode; hits give high values; B-score at 10 µM; hit rate 0.44% among 310,000;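 active = calcium response B-score plate-corrected fluorescence ratio at least 3 library SD, with starting fluorescence B-score inside 5 SD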
#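 System: HEK293 cells stably expressing human MrgX1 receptor; Dosing: test compound in the initial addition of three; Schedule: overnight plating, then 30 min 37 °C plus 30 min room-temperature dye loading; Detection: kinetic calcium dye fluorescence, Fluo-4 NW; Controls: per-plate positive and negative controls for Z′ factor.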
# TRPC6 inhibitor: blocks the mouse TRPC6 cation channel | AID 2553 | hit rate 1.1% among 310,000 | HEK293-TRPC6, membrane potential dye, ACh-evoked depolarization; hits give low values | B-score at 10 µM;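 active = B-score under library mean minus 3 SD, initial fluorescence not abnormally high, positive integrated signal ratio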;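 also: B-score derived from integrated fluorescence ratio over the kinetic read; more negative B-score means stronger inhibition of depolarization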
# RGS4 inh: human RGS4 inhibition; P49798; HEK293 M3R/RGS4 inducible, Fluo-4 calcium flux; hits give high values; triggered by carbachol at its EC20; B-score at 10 µM; hit rate 0.45% among 310,000; AID 463165;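 active = B-score, a plate-corrected calcium signal, over three deviations above library mean, with baseline fluorescence within five deviations of library mean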;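 also: RGS4 expression induced by doxycycline in cells with stable M3 receptor; B-score is computed from the integrated fluorescence ratio over baseline after carbachol; higher B-score means a larger calcium signal and so more RGS4 inhibition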
# Target sequence (P49798 whole entry, looked up): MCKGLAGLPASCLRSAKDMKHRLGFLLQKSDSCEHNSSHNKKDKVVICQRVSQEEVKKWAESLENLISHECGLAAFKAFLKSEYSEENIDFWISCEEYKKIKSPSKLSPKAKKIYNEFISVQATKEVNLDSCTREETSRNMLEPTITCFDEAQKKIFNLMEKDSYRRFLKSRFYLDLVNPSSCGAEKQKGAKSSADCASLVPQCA
# TMEM16A act: activates or potentiates the mouse TMEM16A chloride channel | Q8BHY3 | HEK293 TMEM16A/YFP-H148Q/I152L, iodide quench fluorescence; hits give low values | B-score at 10 µM | hit rate 0.3% among 340,000 | AID 623877;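 active = fluorescence-ratio B-score plate-corrected deviation score at least 3 library SD below zero, with starting fluorescence score within 5 deviations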;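 also: channel opened by trigger with iodide after compound preincubation; score built on the fluorescence ratio of max minus min over baseline; more negative score means more quench and so TMEM16A activation or potentiation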
# TMEM16A inh: inhibitors of mouse TMEM16A calcium-activated chloride channel; Q8BHY3; HEK293 TMEM16A/YFP iodide influx fluorescence, ionomycin; normalized B-score (activity score, 25-100; higher = stronger inhibition) at 10 µM; hit rate 1.2% among 310,000;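 active = ratio plate-corrected score three or more library SD toward inhibition, starting fluorescence score within five deviations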;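 also: score derived from kinetic fluorescence span divided by baseline fluorescence per well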
# MrgX1 PAM: human MrgX1 positive allosteric modulation, primary screen. MrgX1-HEK293, Fluo-4 calcium flux, FDSS; hits give high values. B-score at 10 µM. hit rate 0.63% among 310,000. AID 588675;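 active = plate-corrected calcium response at least 3 library SD above typical, normal starting fluorescence, not activating the receptor alone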;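 also: compound read alongside a low EC10 to EC30 dose of BAM8-22 agonist; peak minus trough fluorescence over baseline measured at the second addition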
# Starred values were filed as active, the others as inactive; i = inactive; ? = inconclusive; / = no result given.
SMILES,HDAC3 inh,SKKanGAS inh,RGS4 act,MrgX1 antag,TRPC6 act,MrgX1 ag,TRPC6 inhibitor,RGS4 inh,TMEM16A act,TMEM16A inh,MrgX1 PAM
CC(=O)c1cc2c(cc1NS(=O)(=O)c1ccc(C)cc1)OCCO2,3,-6,i,i,i,i,i,i,i,i,i
Cc1ccc(S(=O)(=O)/N=C(/Nc2cccc3ccccc23)c2ccc(F)cc2)cc1,3,6,i,i,i,i,i,i,i,i,i
COc1ccc(NC(=S)N2CCN(C(=O)c3ccccc3)CC2)cc1,-5,-1,i,i,i,i,i,i,i,i,i
Cc1ccc(CCNC(=O)CS(=O)Cc2nc(-c3ccccc3Cl)oc2C)cc1 (stereo not drawn),-2,-2,i,i,i,i,i,i,i,i,i
Cc1cc(C)c2c(CC(=O)NC(C)C)coc2c1,3,-1,i,i,i,i,i,i,i,i,i
COc1ccc(-c2ccc(=O)n(CC(=O)NCc3ccco3)n2)cc1,3,-3,i,i,i,i,i,i,i,i,i
COc1ccc(NC(=O)CC(C)=O)c(OC)c1,/,-8,i,/,i,/,i,i,i,/,/
N#Cc1ccc(CSc2nnc(NC(=O)c3ccc4ncsc4c3)s2)cc1,9,-13,i,i,i,i,i,i,i,i,i
O=C(COC(=O)Cc1ccccc1[N+](=O)[O-])NC1CCCC1,0,-12,i,i,i,i,i,i,i,i,i
COC(=O)c1ccccc1NC(=O)c1ccc2c(c1)C(=O)N(Cc1ccco1)C2=O,1,-18,i,i,i,i,i,i,i,i,i
Cc1cc(C)c(OCCN2CCCC2)c(Cl)c1,-13,12,i,i,i,i,i,i,i,i,i
O=C(N/N=C1\CC2CC=CC12)c1ccc(COc2ccccc2)cc1 (stereo not drawn),-4,3,i,i,i,i,i,i,i,i,i
CN(C(=O)COC(=O)CSc1cc(Cl)ccc1Cl)c1c(N)n(Cc2ccccc2)c(=O)[nH]c1=O,/,4,i,i,i,i,i,i,i,i,i
C=CCN(CC=C)Cc1c(C)[nH]c2c(C)c(C)ccc2c1=O,2,4,i,i,i,i,i,i,i,i,i
CSc1cccc(NC(=O)CSc2ccc(Cl)cc2)c1,-3,1,i,i,i,i,i,i,i,i,i
Cc1cccc(/C=c2\s/c(=C\C(=O)C(C)(C)C)[nH]c2=O)c1,4,77*,i,i,i,i,i,i,i,i,i
CCCc1cc(C(=O)Cc2ccc(C(=O)OCC)o2)c(O)cc1O,-3,32,i,i,i,i,-5.5*,i,i,100*,i
O=C(CCNS(=O)(=O)c1cccs1)NCc1ccccc1,-2,-6,i,i,i,i,i,i,i,i,i
CC(=O)C[C@H]1c2ccccc2S(=O)(=O)N1C1CCCC1,-2,-4,i,i,i,i,i,i,i,i,i
O=C(O)CC(C(=O)OCCOc1ccccc1)N1CCOCC1 (stereo not drawn),-1,-1,i,i,i,i,i,i,i,i,i
Cn1c(NC(=O)C2CCCO2)cc(=O)n(C)c1=O (stereo not drawn),1,-3,i,i,i,i,i,i,i,i,i
CC(=O)N1CCN(c2ccc(NC(=O)C(C)Oc3ccc(Cl)cc3Cl)cc2)CC1 (stereo not drawn),-7,4,i,-7.1*,i,i,i,i,i,i,i
CCOc1ccccc1-c1nc(SCC(=O)O)n[nH]1,12,-3,i,i,i,i,i,i,i,i,i
CCNC(=S)N1CCN(C(c2ccccc2)c2ccccc2)CC1,7,-3,i,i,i,i,-5.2*,i,i,i,i
COc1ccc(-c2ccc(NC(=O)c3ccc(Br)o3)cc2)nn1,-1,3,i,i,i,i,i,i,i,i,i
# Next records.
SMILES,HDAC3 inh,SKKanGAS inh,RGS4 act,MrgX1 antag,TRPC6 act,MrgX1 ag,TRPC6 inhibitor,RGS4 inh,TMEM16A act,TMEM16A inh,MrgX1 PAM
CCO[C@@H]1OC(C(=O)N2CCOCC2)=C[C@H](C2CC2)[C@H]1CCCO,0,-3,i,i,i,i,i,i,i,i,i
CCOC(=O)c1sc(N)nc1C(C)C,2,1,i,i,i,i,i,i,i,i,i
COc1ccccc1C1/C(=C(/O)c2ccc(OC(C)C)cc2)C(=O)C(=O)N1c1cc(C)on1 (stereo not drawn),?,6,i,i,i,i,i,i,i,i,i
O=C(CSc1nc(-c2ccco2)cc(C(F)(F)F)n1)N1CCN(Cc2ccccc2)CC1,16,7,i,i,i,i,i,i,i,i,i
O=c1[nH]c(C(Cl)Cl)nc2sc3c(c12)CCN(Cc1ccccc1)C3,1,7,i,i,i,i,i,i,i,i,i
O=C(CC1CC2CCC1C2)OCC(=O)c1c[nH]c2ccccc12 (stereo not drawn),2,-6,i,i,i,i,i,i,i,i,i
COc1ccccc1C(=O)Nc1c2c(nn1-c1ccc(Cl)cc1)CS(=O)(=O)C2,-3,-1,i,i,i,i,i,i,i,i,i
COc1ccc(CC(=O)N2CCNC2=O)cc1,4,5,i,i,i,i,i,i,i,i,i
Fc1ccc(-c2ccnc3nc(N4CCOCC4)nn23)cc1,-11,0,i,i,i,i,i,i,i,i,i
Cc1ccc2nc3nc(NCC4CCCO4)c(C(=O)NC4CCCCC4)cc3c(=O)n2c1 (stereo not drawn),-64,3,i,i,i,i,i,i,/,i,i
COC(=O)c1sccc1S(=O)(=O)Nc1ccc(S(N)(=O)=O)cc1,?,0,i,i,i,i,i,i,i,i,i
COc1ccc(OCCCC(=O)OC(C)C(=O)Nc2ccccc2[N+](=O)[O-])cc1 (stereo not drawn),4,-9,i,i,i,i,i,i,i,i,i
CCc1ccc(C2N(c3ccc(OC)cc3)C(=O)C3CCCN32)cc1 (stereo not drawn),2,-2,i,i,i,i,i,i,i,i,i
CCCCN(C)CCCNC(=O)c1ccc2c(c1)NC(=O)C(N1CCOCC1)S2 (stereo not drawn),-14,5,i,i,i,i,i,i,i,i,i
COc1ccc(/C=N/S(=O)(=O)c2ccccc2)cc1OC,-4,-2,i,i,i,i,i,i,i,i,i
CCOc1ccccc1NC(=O)COc1ccc(S(=O)(=O)N2CCCC2)cc1,?,-1,i,i,i,i,i,i,i,i,i
COc1ccc(CCNC(=O)CC2SC(=NCc3ccccc3)NC2=O)cc1 (stereo not drawn),-4,2,i,i,i,i,i,i,i,i,i
COc1ccc(N2CCN(C(=O)C3CCCO3)CC2)cc1 (stereo not drawn),-1,0,i,i,i,i,i,i,i,i,i
COC(=O)C1(C)NC(c2ccc(O)cc2)C2C(=O)N(c3ccc4c(c3)OCCO4)C(=O)C21 (stereo not drawn),2,5,i,i,i,i,i,i,i,i,i
C/C(=N\O)C(=O)OC1CC(C)CCC1C(C)C (stereo not drawn),16,1,i,i,i,i,i,i,i,i,i
O=c1cc(-c2ccccc2)cc(-c2ccccc2)n1CCCO,2,-2,i,i,i,i,i,i,i,i,i
Cc1ccccc1NC(=O)c1c([N+](=O)[O-])c(C(C)(C)C)nn1C,/,-3,i,i,i,i,i,i,i,i,i
O=C(CN1C2=NCCCN2c2ccccc21)c1ccc([N+](=O)[O-])cc1,-3,-11,i,i,i,i,i,i,i,i,i
CN(Cc1cccnc1)C(=O)Cc1ccc(NS(=O)(=O)c2cccc(C(F)(F)F)c2)cc1,-1,-2,i,i,i,i,i,i,i,i,i
Cn1c(=O)n(C)c2cc(NC(=O)COc3ccc(Cl)cc3)ccc21,8,-5,i,i,i,i,i,i,i,i,i
# Additional entries:
SMILES,HDAC3 inh,SKKanGAS inh,RGS4 act,MrgX1 antag,TRPC6 act,MrgX1 ag,TRPC6 inhibitor,RGS4 inh,TMEM16A act,TMEM16A inh,MrgX1 PAM
CC(C)CC(=O)Nc1c(C(=O)N2CCN(Cc3ccccc3)CC2)oc2ccccc12,1,1,i,i,i,i,i,i,i,i,i
C/C(=N\Nc1ccc([N+](=O)[O-])cc1[N+](=O)[O-])c1cc2c(ccc3ccccc32)oc1=O,-2,-2,i,i,i,i,i,i,/,i,i
COc1cccc(C2=CC(c3ccc(N(C)C)cc3)n3ncnc3N2)c1 (stereo not drawn),-1,13,i,i,i,48*,i,i,/,i,i
COc1ccc(OCCC(=O)N2CCOCC2)cc1,7,-1,i,i,i,i,i,i,i,i,i
Cc1ccc(OCc2ccc(Br)cc2)c([N+](=O)[O-])n1,5,-1,i,i,i,i,i,i,/,i,i
O=C(c1ccc(OC2CCN(CCc3ccccc3)CC2)cc1)N1CCCC(CO)C1 (stereo not drawn),-3,10,i,i,i,i,i,i,i,i,i
COc1ccc(-c2ccnc3ncnn23)cc1,-184,5,i,i,i,i,i,i,i,i,i
COC(=O)C1(CC2CC(c3ccc(Cl)cc3)=NO2)CCN(C(=O)OC(C)(C)C)CC1 (stereo not drawn),4,4,i,i,i,i,i,i,i,i,i
CCc1nnc(NC(=O)CCC(=O)Nc2ccc(OC)cc2OC)s1,-1,-1,i,i,i,i,i,i,i,i,i
CC12CC3CC(C)(C1)CC(NCc1ccncc1)(C3)C2,2,/,i,i,i,i,i,i,i,i,i
Cn1c(CCCOc2ccc(Cl)cc2Cl)nnc1SCC(=O)Nc1ccc(F)c(Cl)c1,1,27,i,i,i,i,i,i,i,i,i
Cc1c(C)c2c(OCC(=O)Nc3cccnc3)cc3c(c2oc1=O)CCC(C)(C)O3,-9,2,i,i,i,i,i,i,i,i,i
CCC(C(=O)NC1CCCC1)N(C(=O)c1snc(C(N)=O)c1N)c1ccc(C)cc1C (stereo not drawn),-12,1,i,i,i,i,i,i,i,i,i
O=C(OCCN(CCOC(=O)c1ccncc1)S(=O)(=O)c1cccs1)c1ccncc1,-3,-14,i,i,i,i,i,i,i,i,i
Cc1cc(N(CN2CCCC2=O)C(=O)c2ccc(OC(C)C)cc2)no1,9,5,i,i,i,i,i,i,i,i,i
CCOC(=O)C1C(=O)NC(c2ccccc2)=NC1c1ccc(O)c(OC)c1 (stereo not drawn),0,-13,i,i,i,i,i,i,i,i,i
O=C(c1cc(-c2cccnc2)nc2ccc(Cl)cc12)N1CCN(S(=O)(=O)c2cccs2)CC1,4,3,i,i,i,i,i,i,i,i,i
Cc1cccc(CCN(CC(=O)NCc2ccc(F)cc2)C(=O)c2csnn2)c1,1,5,i,i,i,i,i,i,i,i,i
CN(CC(=O)NNC(=O)CNC(=O)c1cccs1)S(=O)(=O)c1ccc(Cl)cc1,-2,-12,i,i,i,i,i,i,i,i,i
O=C(CN1CCOCC1)NN=C1CCCCCCCCCCC1,/,-9,i,i,i,i,i,i,i,i,i

# Screens from PubChem BioAssay.
